From PubChem
proCasp7 act – procaspase-7 activators, primary screen, counter-screen for procaspase-3 activator project, biochemical, absorbance, HTS, human; Caspase-7 (Homo sapiens), P55210; recombinant procaspase-7, Ac-DEVD-pNA absorbance 405 nm; D23A/D198A/D206A triple mutant, cannot self-cleave; scale: DMSO 0, 5 µM enzyme 100; activation, % at 8.5 µM; actives 0.093% (n = 330,000);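 active = percent activation above the screen-wide mean plus 3 SD, cut at about 25% in these data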
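Detection: p-Nitroaniline absorbance at 405 nm, read at 0 and 120 min; system: Uncleavable procaspase-7 mutant enzyme; evaluation: % activation from two-timepoint absorbance difference, scaled to controls; times: 1 h enzyme–compound preincubation and 2 h substrate reaction, both 25 °C; buffer or medium: Zinc-free HEPES pH 7.4 with 300 mM NaCl, 0.01% Triton X-100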
GASC-1 inh – inhibitors of GASC-1 histone demethylase, primary screen, biochemical, fluorescence, DELFIA europium | inhibition, % at 2.35 µM | actives 0.069% (n = 330,000) | GST-JMJD2C(1-420) H3K9me3 demethylation;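 active = more than half of a compound's replicate wells show inhibition beyond 50%, single wells judged on their own value; inconclusive = some, but no more than half, of replicates pass 50% inhibition; inactive = no replicate passes 50% inhibition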;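 note: signal counts dimethyl H3K9 product captured on neutravidin plate; 0% = median of DMSO wells and 100% = 0.3 times that DMSO median; strong numbers were not always called active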
Target sequence (Q9H3R0 1-420 limits assumed): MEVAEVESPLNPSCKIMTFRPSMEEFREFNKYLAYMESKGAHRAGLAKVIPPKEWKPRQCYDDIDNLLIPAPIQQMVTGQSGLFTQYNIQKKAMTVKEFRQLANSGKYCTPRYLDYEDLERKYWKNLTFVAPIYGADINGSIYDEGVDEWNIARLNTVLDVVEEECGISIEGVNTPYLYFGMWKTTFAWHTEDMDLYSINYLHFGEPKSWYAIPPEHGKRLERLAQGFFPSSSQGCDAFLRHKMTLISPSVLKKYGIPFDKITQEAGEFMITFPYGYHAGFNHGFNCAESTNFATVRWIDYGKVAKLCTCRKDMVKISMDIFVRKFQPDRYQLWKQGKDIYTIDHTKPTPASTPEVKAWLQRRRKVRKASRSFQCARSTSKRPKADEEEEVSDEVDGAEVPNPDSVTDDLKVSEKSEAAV
Efflux pump inh – inhibitors of Candida efflux pumps in yeast, primary screen, S. cerevisiae, Nile Red, multiplex. actives 0.44% (n = 330,000). S. cerevisiae Candida pump triplex. inhibition, % at 10 µM;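 active = plate passing quality check with inhibition over a set limit, or well fluorescence over plate mean plus 4 SD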;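 note: Nile Red retained in pooled yeast measured as flow cytometry median fluorescence; 0% = buffer negative control and 100% = Enniatin B positive control; higher means more Nile Red kept so more efflux inhibition; some compounds called inactive have numbers as strong as hits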
PP1 inh – PP1-alpha phosphatase inhibitors, primary screen, counter-screen for PP5 inhibitor project, biochemical, fluorescence, OMFP substrate, single point; Serine/threonine-protein phosphatase PP1-alpha catalytic subunit (Homo sapiens), P62136; purified PP1alpha; inhibition, % at 6.7 µM; actives 0.9% (n = 320,000);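 active = inhibition above the mean inhibition of all tested compounds plus 3 SD, computed separately for each screening campaign, cut at about 15% in these data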
Target sequence (P62136 whole entry, looked up): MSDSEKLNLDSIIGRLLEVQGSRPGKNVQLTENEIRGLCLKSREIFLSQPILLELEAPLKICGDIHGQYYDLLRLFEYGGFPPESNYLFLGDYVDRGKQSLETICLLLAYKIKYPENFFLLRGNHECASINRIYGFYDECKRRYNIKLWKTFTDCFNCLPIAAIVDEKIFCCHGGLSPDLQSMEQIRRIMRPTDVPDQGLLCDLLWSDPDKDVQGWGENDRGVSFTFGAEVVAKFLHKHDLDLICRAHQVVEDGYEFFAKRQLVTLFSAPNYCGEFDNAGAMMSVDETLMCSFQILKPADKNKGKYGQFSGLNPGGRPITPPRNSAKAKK
CTSL1 counter – Fasciola hepatica cathepsin L1 inhibitors, primary screen, counter-screen for PFM18AAP inhibitor project, biochemical, QFRET, fluorogenic peptide substrate; AID 1906, 2009; actives 0.49% (n = 300,000); recombinant F. hepatica cathepsin L1, Z-Leu-Arg-MCA fluorescence; inhibition, % at 5.96 µM;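 active = inhibition above the mean of all tested compounds plus 3 SD, set per screening campaign, cut at about 17% in these data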;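 note: 0% = plate median of test compound wells and 100% = 1 µM Z-Phe-Ala-diazomethylketone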
proCasp3 act – activators of human procaspase-3 D3A mutant, primary screen, biochemical, absorbance, PC-3 D3A mutant, single concentration; recombinant procaspase-3 D3A, Ac-DEVD-pNA absorbance 405 nm; activation, % at 8.5 µM; actives 0.11% (n = 330,000); AID 463141, 2010;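 active = activation above the mean of all tested compounds plus 3 SD, cut at about 21% in these data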;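 note: 0% = DMSO alone and 100% = DMSO wells spiked with extra 5 µM PC-3 D3A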
Target sequence (P42574 whole entry D9A/D28A/D175A): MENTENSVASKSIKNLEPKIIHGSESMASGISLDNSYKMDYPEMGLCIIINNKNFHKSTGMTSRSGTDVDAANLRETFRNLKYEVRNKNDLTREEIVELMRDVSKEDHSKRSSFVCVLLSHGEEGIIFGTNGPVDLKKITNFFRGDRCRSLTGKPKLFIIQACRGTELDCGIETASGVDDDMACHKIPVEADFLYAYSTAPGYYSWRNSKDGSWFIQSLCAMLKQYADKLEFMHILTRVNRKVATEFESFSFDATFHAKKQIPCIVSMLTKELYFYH
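Assay system – Procaspase-3 D3A mutant · Benchmarks – DMSO low control, extra-enzyme high control · Technique – 405 nm absorbance of p-nitroaniline, reads at 0 and 120 min · Doses – 8.5 µM nominal · Measure – % activation between DMSO and enzyme-spiked controls · Also added – Ac-DEVD-pNA chromogenic peptide substrate · Schedule – 1 h compound preincubation, 2 h substrate hydrolysis at 25 °C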
HCV core dimer – inhibitors of HCV core protein dimerization, primary screen, biochemical, TR-FRET, high-throughput | inhibition, % at 5 µM | TR-FRET GST/Flag-core106 dimerization, 1536-well | AID 1899, 2009 | actives 0.33% (n = 300,000);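 active = inhibition above the mean of all tested compounds plus 3 SD, set per screening campaign, cut at about 45% in these data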
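Assay system: GST-tagged and Flag-tagged HCV core protein residues 1-106 / Times: compound-protein-antibody incubation 4 h at 22.5 °C / Signal: time-resolved FRET, ex 340 nm, em 617 and 671 nm / Evaluation: % inhibition based on acceptor/donor emission ratio / Benchmarks: wells lacking GST-core106 and wells with excess unlabelled core106 / Repeats: singlicate, one well per compound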
TPT1 inhibitor – Candida albicans TPT1 enzyme inhibitors, primary screen, biochemical, fluorescence polarization. recombinant caTPT1, FP RNA substrate dephosphorylation. inhibition, % at 5 µM. actives 0.81% (n = 300,000). AID 1962, 2009;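 active = inhibition above the mean of all tested compounds plus 3 SD, set per screening campaign, cut at about 24% in these data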;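 note: plate controls were DMSO alone for no effect and ferristatin control at 100 nM for full effect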
PP5 inh – PP5 phosphatase inhibitors, primary screen, biochemical, fluorescence; inhibition, % at 6.7 µM; purified PP5c, OMFP substrate fluorescence; Serine/threonine-protein phosphatase 5 (Homo sapiens), P53041; actives 0.18% (n = 320,000);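 active = inhibition above the campaign's mean inhibition across all tested compounds plus 3 SD, cut at about 9.5% in these data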;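 note: 0% = DMSO only and 100% = 100 µM cantharidin control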
An asterisk follows results filed as active; i = inactive; ? = inconclusive; . = no result given; & = joins results of further samples.

Molecule	proCasp7 act	GASC-1 inh	Efflux pump inh	PP1 inh	CTSL1 counter	proCasp3 act	HCV core dimer	TPT1 inhibitor	PP5 inh
O=C(OCC(=O)N1CCN(C(=O)c2ccco2)CC1)c1cc(S(=O)(=O)Nc2ccc(Cl)cc2)ccc1O	0	3	0.2	-2	-3	6	1	-2	-3.6
Cc1ccc(N(C)C(=O)c2cc(S(=O)(=O)N3CCc4ccccc43)cn2C)cc1	-2	12	0.3	-7	-4	-9	-3	-1	5.9
Cn1cnc2cc(NCc3ccccc3Cl)ccc21	0	-8	-0.1	-1	-1	10	-5	-5	0.2
CCOc1cc(C)nc(NCc2ccccc2)n1	-1	?	0.1	-2	4	7	-3	1	-0.7
CCOc1ccc(N(CC)C(=O)COc2cc(=O)n(CC)c3ccccc23)cc1	3	-2	0.1	-1	-3	-4	4	3	4.0
COc1ccccc1-n1c(=O)[nH]c2c(C(N)=O)nc(CC(C)C)nc21	-10	0	0.1	1	21*	12	1	-3	2.5
C#CCOCCOCCOCCNc1nc(N2CCN(C(=O)Cn3cc(CCCN=C(N)N)nn3)CC2)nc(N2CCN(C(=O)[C@H]([C@@H](C)O)n3cc(CCCCN)nn3)CC2)n1	-2	.	0.0	-1	-2	5	0	-1	2.3
COc1ccc(N2CCN(Cc3nc4c(c(=O)n(C)c(=O)n4C)n3CC(C)=O)CC2)cc1	1	i	-0.4	-3	0	6	-6	0	4.4
S=C(NCCc1ccccc1)Nc1ccccn1	-5	-1	0.7	3	-2	-14	-1	2	-0.4
COc1cccc(OCCSc2nc(C)c(Cc3ccccc3)c(=O)[nH]2)c1	1	3	0.2	-4	-6	-2	9	-1	0.6
COC(=O)[C@H](Cc1ccccc1)NC(=O)[C@@H](N)CC(=O)O	1	5	0.0	0	-5	8	-9	-3	-0.1
COc1ccc(C[C@H]2CN3C(=NC[C@H]3C)N2CCNC(=O)c2ccc(C)c(Br)c2)cc1	-9	-25	.	1	-4	4	-8	-1	-0.5
Cc1ccc(N(CC(N)=O)C2SC(=O)N(C)C2=O)cc1 (stereo unspecified)	-4	6	0.0	0	2	2	4	-2	-0.9
CCOc1ccccc1C(=O)NCC(=O)Nc1ccc(-c2ccccc2)cc1	-7	-4	0.3	0	-3	6	-3	4	3.2
COC(=O)c1ccc(C)c(NC(=O)c2ccc(CN3CCc4ccccc4C3)cc2)c1	-3	2	-0.1	2	1	2	3	1	0.7
Cc1cc(C)n(C(=O)c2cccc(S(=O)(=O)N3CCCCC3)c2)n1	4	5	0.2	-2	3	8	1	-2	1.8
COc1cccc(C(O)C2OC(=O)c3ccccc32)c1OC (stereo unspecified)	3	10	0.2	-1	-2	6	-1	0	0.9
CCCc1c2c(cc3c(=O)cc(C(=O)OCC)oc13)CCCC2	-1	-5	0.3	-1	4	-6	3	-3	2.0
Cc1ccc(NC(=O)C(=O)NCC2CCN(C(=O)c3cccc([N+](=O)[O-])c3)CC2)cc1	9	11	-0.1	2	3	2	4	1	0.8
COc1cc(OC)cc(C(=O)NC(=S)Nc2ccc3oc(=O)ccc3c2)c1	5	-2	0.1	-1	-2	9	-8	0	1.5
COc1ccccc1CCNC(=O)C1CCN(C(=O)/C=C/c2ccccc2)CC1	-3	-6	0.2	4	4	-3	-4	0	-2.4
CCN(CCCNC(=O)CCNC(=O)Cn1cnc2ccccc2c1=O)c1ccccc1	3	-9	-0.1	-1	2	6	-13	-6	1.3
COc1cccc(C(=O)Nc2ccccc2C(=O)N2CCCC2)c1	2	0	0.1	-1	-2	3	-4	-4	3.3
O=C(C1=C(O)C(=O)N(CCN2CCOCC2)C1c1cccnc1)c1cc2ccccc2o1 (stereo unspecified)	-22	7	-0.2	3	0	-10	0	0	-0.6
CC(=O)Cc1nsc(NC(=O)c2ccc(COc3cccc(C)c3)o2)n1	1	8	0.1	0	2	4	2	4	2.7
CC12CCC(C(=O)Nc3cccnc3)(CC1=O)C2(C)C (stereo unspecified)	9	16	0.0	1	-3	-15	-3	-5	2.1
CCN(CC(=O)NC1CC1)S(=O)(=O)c1ccc(C)cc1	5	1	-0.4	-2	-2	10	-1	-3	2.4
COc1ccc(C2CCCN2C(=S)Nc2cccc(C)c2C)cc1OC (stereo unspecified)	5	8	-0.1	0	3	-7	-1	-7	-0.1
CCOc1ccc2[nH]c(=O)c(CN(CCN3CCOCC3)Cc3nnnn3C(C)(C)CC)cc2c1	4	2	0.1	-6	-1	6	0	-1	-0.2
Cc1cc(C)n(-c2ccc(C(=O)Nc3ccc4c(c3)OCO4)cc2)n1	6	-3	0.0	-1	3	-4	-1	1	3.8
O=C(CCN1C(=O)/C(=C\c2cccs2)SC1=S)Nc1ccc(C(=O)O)cc1	-21	-2	-3.7	0	1	-6	-2	23	-0.8
CC/C(=N\NC(=O)c1ccc(N2CCCC2=O)cc1)c1ccccc1	8	9	-0.1	4	0	2	5	-2	0.8
Cc1cc(C)nc(Nc2nc3ccccc3o2)n1	-2	-19	0.0	-3	-3	10	-2	-2	-0.2
CC1CCCC(NC(=O)c2ccc(CNc3c(N4CCCC4)c(=O)c3=O)cc2)C1C (stereo unspecified)	-1	-24	0.1	0	0	17	-3	-1	1.5
Cc1ccc(/C=C2\SC(=O)N(CCC(=O)N3CCN(C)CC3)C2=O)cc1	-14	-4	0.2	2	1	2	6	4	2.7
OCC1(CCOc2ccccc2)CCN(Cc2ccncc2)CC1	-5	-3	-0.2	-6	13	-12	-4	-4	-7.1
CCOC(=O)c1ccc(N2C(=O)CC(NC3CCN(C(=O)c4ccc(F)cc4)CC3)C2=O)cc1 (stereo unspecified)	12	9&-3	0.2	-2	0	-6	-4	4	3.6
Cc1ccccc1S(=O)(=O)NCc1cccnc1	7	-7	-0.5	-5	1	6	-2	1	1.2
Cc1ccc(S(=O)(=O)N2CCC(C(=O)OCC(=O)N(C)C3CCS(=O)(=O)C3)CC2)cc1C (stereo unspecified)	2	-13	0.0	1	-1	11	-3	2	1.9
CCN1CCN(C(=O)C(C)Sc2nc3nc(C)cc(C)n3n2)CC1 (stereo unspecified)	-5	10	0.2	.	.	9	.	.	.
CCOc1ccc(OCCC(=O)N(CCC(C)C)c2c(N)n(Cc3ccccc3)c(=O)[nH]c2=O)cc1	-2	-5	0.3	-6	0	2	2	-2	0.1
CCOc1ccc(CCNC(=O)c2cc3sc(Cl)cc3n2C)cc1OCC	3	-47	0.5	0	2	1	8	-3	3.8
COc1ccccc1NC(=O)Nc1nc(CC(=O)Nc2cc(F)ccc2F)cs1	1	?	0.0	0	2	-1	24	11	1.7
Nc1nc(N)nc(-c2cc(O)ccc2O)n1	-2	4	-0.2	-5	.	-4	.	.	-1.0
Cc1cc(SCc2ccc(C(F)(F)F)cc2)nc(=O)[nH]1	-1	-5	0.0	2	-1	-1	-1	-2	1.6
Cc1[nH]c2ccccc2c1C(=O)C(C)OC(=O)c1ccccc1NCCO (stereo unspecified)	1	20	0.0	-5	1	3	5	2	-0.4
Cc1noc(C)c1CSCC(=O)OCC(=O)N1CC(=O)Nc2ccccc21	3	1	-0.2	0	-43	-4	-3	-1	1.8
Cc1ccc2cc(/C=N/NC(=O)[C@H]3C[C@@H]3c3ccccc3)c(Cl)nc2c1	3	3	0.1	-4	4	1	22	1	0.3
Cn1cnc2c1c(=O)n(Cc1cccc(Br)c1)c(=O)n2C	-2	-1	-0.2	-1	1	10	1	1	2.7
Cc1ccc(C(=O)NCCSc2snnc2C)cc1	12	-1	0.1	1	2	-5	-5	-2	1.0
CCOc1ccc(C(=O)NC(=S)Nc2cccc(S(=O)(=O)NC3=NCCC3)c2)cc1	-1	44	0.0	-9	2	2	6	-1	-0.4
Cc1cccc(CCNC(=O)Cn2ncc3c([nH]c4ccc(C)cc43)c2=O)c1	4	58	0.3	-4	-3	3	-1	2	-2.5
COc1ccc(NC(=O)C2C3C=CC(C3)C2C(=O)NCc2ccccn2)c(OC)c1 (stereo unspecified)	-16	3	0.1	-7	-9	-14	-2	-10	-5.7
O=C(NCC1CC1)Nc1ccccc1F	6	10	-0.2	1	-3	-9	8	-3	-1.2
O=C(COC(=O)c1nc(-c2ccccc2)n(-c2cccc(C(F)(F)F)c2)n1)NCc1cccs1	8	1	0.2	3	4	-6	6	1	3.6
O=C(CSc1nnc(-c2cccc(S(=O)(=O)N3CCCCC3)c2)o1)NCCC1=CCCCC1	-5	-4&-4	0.1	2	-1	9	7	-1	1.7
Cc1ccc(C2CC2c2n[nH]c(=S)n2-c2ccc(C)cc2)cc1 (stereo unspecified)	-19	-5	0.3	-6	-2	-17	7	1	3.6
COc1ccc(C)cc1NC(=O)c1nnn(Cc2cccc(C(F)(F)F)c2)c1N	16	8	0.0	7	2	9	7	-4	4.9
O=C(N=C1SC2CS(=O)(=O)CC2N1c1ccccc1)C1CCCCC1 (stereo unspecified)	4	-6	0.5	0	-2	-3	-4	-2	2.1
O=C(CN1CC(c2ccccc2)CC1=O)Nc1ccc2c(c1)OCO2 (stereo unspecified)	2	9	0.2	-3	-3	-1	10	3	2.6
NS(=O)(=O)c1ccc(NC(=S)Nc2nn(Cc3ccc(Cl)cc3Cl)cc2Cl)cc1	-14	4	-0.1	0	-2	-8	10	0	3.7
O=C(CSc1nc2[nH]ncc2c(=O)n1-c1ccccc1Cl)N1CCCC1	8	2	0.3	-4	2	-2	2	-2	-3.7
